# Assay outcomes: PubChem, Broad Institute
# INS-1E rescue: rescue of cytokine-induced death in INS-1E beta cells; INS-1E cytokine-induced death, ATP luminescence, 48 h; normalised: neutral wells 0, positive control 100; protection from cytokine-induced ATP loss, % at 10 µM; hit rate 0.1% among 20,000; AID 488910;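 active = mean replicate protection from cytokine-induced ATP loss at least 50% and at least 75% of replicates each reaching 50%; inconclusive = meets only one of the two criteria, mean or replicate share; inactive = fails both the mean and replicate share criteria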
#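 assay system = INS-1E rat insulinoma cells | amount = 8000 cells per well | medium = phenol-red-free RPMI with 5% fetal bovine serum | doses = one compound concentration, pin transfer | timing = 48 h cytokine plus compound treatment, 10 min reagent incubation | also added = IL-1β, TNF-α and IFN-γ cytokine mix | signal = CellTiter-Glo luminescence measuring cellular ATP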
# T cruzi HTS: blocks T. cruzi growth inside host cells. hit rate 4.9% among 22,000. intracellular Trypanosoma cruzi in host cells, plate reader. activity score (inhibition), % at 5.01 µM; in the data active = activity score above about 55%; inconclusive = no clear call, values can overlap the other calls;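 note: parasites and compound incubated about four days before reading; 0% = median of neutral control wells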
# Numbers without * were called inactive; u = inconclusive; x = no result given.
SMILES,INS-1E rescue,T cruzi HTS
Cc1ccc(S(=O)(=O)Nc2ccc3c(c2)C(=O)N([C@H](C)CO)C[C@H](C)[C@H](CN(C)CC2CCCCC2)OCCCC[C@@H](C)O3)cc1,-12,36
C[C@@H]1CN([C@H](C)CO)C(=O)c2cccc(NC(=O)Nc3cccc4ccccc34)c2O[C@@H]1CN(C)S(=O)(=O)c1ccccc1,1,14
C[C@H]1CN([C@@H](C)CO)C(=O)Cc2cc(NS(C)(=O)=O)ccc2O[C@@H]1CN(C)Cc1ccc(Oc2ccccc2)cc1,-7,26
Cc1noc(C)c1S(=O)(=O)Nc1ccc2c(c1)C(=O)N([C@H](C)CO)C[C@H](C)[C@H](CN(C)C(=O)Nc1cccc3ccccc13)O2,x,8
C[C@@H]1CN([C@H](C)CO)C(=O)c2cccc(NC(=O)Nc3ccc(C(F)(F)F)cc3)c2O[C@H]1CN(C)CC1CCCCC1,-42,48
CC(C)NC(=O)Nc1ccc2c(c1)C(=O)N([C@H](C)CO)C[C@@H](C)[C@H](CN(C)Cc1ccc(C(=O)Nc3ccccc3N)cc1)O2,-12,-16
C[C@@H]1CCCCO[C@@H](CN(C)Cc2ccncc2)[C@@H](C)CN([C@H](C)CO)C(=O)c2cc(NC(=O)Nc3ccc(C(F)(F)F)cc3)ccc2O1,-3,57*
C[C@@H]1CCCCO[C@@H](CN(C)C(=O)Nc2ccc(C(F)(F)F)cc2)[C@@H](C)CN([C@H](C)CO)C(=O)c2cc(NS(=O)(=O)c3cccs3)ccc2O1,-13,57*
CC(C)NC(=O)N(C)C[C@@H]1OCCCC[C@@H](C)Oc2ccc(NC(=O)CCCN(C)C)cc2C(=O)N([C@H](C)CO)C[C@@H]1C,4,-5
CNC[C@@H]1Oc2ccc(NC(=O)Nc3ccc(C(F)(F)F)cc3)cc2C(=O)N([C@@H](C)CO)C[C@H]1C,-6,6
C[C@H](CO)N1C[C@H](C)[C@@H](CN(C)C(=O)Nc2ccc(C(F)(F)F)cc2)Oc2c(NS(=O)(=O)c3cn(C)cn3)cccc2C1=O,3,1
C[C@@H]1CN([C@H](C)CO)C(=O)c2cccc(NS(=O)(=O)c3ccccc3)c2O[C@@H]1CN(C)S(=O)(=O)c1ccc(Cl)cc1,6,8
C[C@H](CO)N1C[C@H](C)[C@@H](CN(C)Cc2ccc(-c3ccccc3)cc2)Oc2ccc(NC(=O)CCC(F)(F)F)cc2C1=O,x,4
Cc1ccc(S(=O)(=O)N(C)C[C@H]2Oc3c(NC(=O)Nc4ccc(C(F)(F)F)cc4)cccc3C(=O)N([C@@H](C)CO)C[C@@H]2C)cc1,-17,8
C[C@H](CO)N1C[C@H](C)[C@H](CN(C)S(=O)(=O)c2cccs2)Oc2ccc(NC(=O)Cc3cn(C)c4ccccc34)cc2CC1=O,-5,11
C[C@H]1CN([C@@H](C)CO)C(=O)c2cc(NC(=O)Nc3cccc4ccccc34)ccc2O[C@H]1CN(C)Cc1ccc(C(F)(F)F)cc1,x,5
CC(C)NC(=O)Nc1ccc2c(c1)CC(=O)N([C@@H](C)CO)C[C@H](C)[C@@H](CN(C)C(=O)NC1CCCCC1)O2,6,-13
Cc1cc(C(=O)Nc2cccc3c2O[C@@H](CN(C)C(=O)Nc2ccc(F)cc2)[C@@H](C)CN([C@H](C)CO)C3=O)n(C)n1,6,-2
C[C@H](CO)N1C[C@H](C)[C@H](CN(C)C)Oc2c(NS(C)(=O)=O)cccc2C1=O,-22,-22
C[C@@H]1CN([C@H](C)CO)C(=O)c2cccc(NC(=O)Nc3ccccc3)c2O[C@H]1CN(C)Cc1ccc(C(=O)O)cc1,10,-14
Cc1noc(C)c1S(=O)(=O)N(C)C[C@H]1OCc2cnnn2CCCC(=O)N([C@H](C)CO)C[C@@H]1C,x,-21
C[C@@H]1CN([C@H](C)CO)C(=O)c2cc(NC(=O)Nc3cccc4ccccc34)ccc2O[C@@H]1CN(C)S(C)(=O)=O,5,-6
C[C@H](CO)N1C[C@H](C)[C@H](CN(C)S(=O)(=O)c2cccs2)Oc2ccc(NS(=O)(=O)c3cn(C)cn3)cc2C1=O,3,-13
C[C@@H]1CN([C@H](C)CO)C(=O)Cc2cc(NS(=O)(=O)c3ccc(Cl)cc3)ccc2O[C@@H]1CN(C)Cc1ccc2c(c1)OCO2,-11,60*
C[C@@H]1CN([C@@H](C)CO)C(=O)Cc2cc(NC(=O)Nc3ccc4c(c3)OCO4)ccc2O[C@@H]1CN(C)Cc1ccccc1,-4,37
C[C@H](CO)N1C[C@H](C)[C@H](CN(C)S(=O)(=O)c2ccc(F)cc2)Oc2ccc(NC(=O)Nc3ccc(F)cc3)cc2C1=O,-8,-11
C[C@@H]1CCCCO[C@H](CN(C)S(=O)(=O)c2ccc(Cl)cc2)[C@@H](C)CN([C@H](C)CO)C(=O)c2cc(NS(=O)(=O)c3cn(C)cn3)ccc2O1,3,-2
Cc1noc(C)c1S(=O)(=O)Nc1ccc2c(c1)C(=O)N([C@H](C)CO)C[C@H](C)[C@H](CN(C)S(=O)(=O)c1ccc(Cl)cc1)O2,1,28
COc1ccc(NC(=O)N(C)C[C@H]2Oc3ccc(NS(=O)(=O)c4ccccc4)cc3C(=O)N([C@H](C)CO)C[C@@H]2C)cc1,2,-7
C[C@H](CO)N1C[C@H](C)[C@H](CN(C)S(=O)(=O)c2ccccc2)Oc2ccc(NS(=O)(=O)c3cccs3)cc2C1=O,x,-3
C[C@H]1CN([C@@H](C)CO)C(=O)c2cc(NC(=O)C3CCCCC3)ccc2O[C@H]1CN(C)Cc1ccncc1,-3,6
CC(C)NC(=O)N(C)C[C@@H]1Oc2c(NC(=O)Nc3ccc(C(F)(F)F)cc3)cccc2C(=O)N([C@H](C)CO)C[C@H]1C,-1,-13
C[C@@H]1CN([C@@H](C)CO)C(=O)c2cccc(NC(=O)c3ccncc3)c2O[C@H]1CN(C)C(=O)Nc1ccc(C(F)(F)F)cc1,9,-2
C[C@H]1CN([C@@H](C)CO)C(=O)Cc2cc(NC(=O)Nc3cccc4ccccc34)ccc2O[C@H]1CN(C)Cc1ccc(Oc2ccccc2)cc1,-21,26
COc1ccc(S(=O)(=O)N(C)C[C@H]2Oc3c(NC(=O)c4ccc(-c5nccs5)cc4)cccc3C(=O)N([C@H](C)CO)C[C@H]2C)cc1,9,32
Cc1ccc(S(=O)(=O)Nc2ccc3c(c2)C(=O)N([C@H](C)CO)C[C@H](C)[C@@H](CN(C)C(=O)Nc2ccc(F)cc2)O3)cc1,0,-18
C[C@@H]1CCCCO[C@@H](CN(C)C(=O)Nc2ccc(F)cc2)[C@@H](C)CN([C@H](C)CO)C(=O)c2cc(NS(=O)(=O)c3ccc(Cl)cc3)ccc2O1,-6,65*
Cc1noc(C)c1NC(=O)Nc1ccc2c(c1)CC(=O)N([C@@H](C)CO)C[C@H](C)[C@H](CN(C)CC1CCCCC1)O2,8,-3
COc1ccc(S(=O)(=O)N(C)C[C@@H]2Oc3c(NC(=O)Nc4c(C)noc4C)cccc3C(=O)N([C@H](C)CO)C[C@H]2C)cc1,7,-17
Cc1ccc(S(=O)(=O)Nc2cccc3c2O[C@@H](CN(C)Cc2ccc(C(F)(F)F)cc2)[C@@H](C)CN([C@H](C)CO)C3=O)cc1,-14,u

# By substructure, the compounds so far containing a thiophene ring, fused or not.
SMILES,INS-1E rescue,T cruzi HTS
C[C@@H]1CCCCO[C@@H](CN(C)C(=O)Nc2ccc(C(F)(F)F)cc2)[C@@H](C)CN([C@H](C)CO)C(=O)c2cc(NS(=O)(=O)c3cccs3)ccc2O1,-13,57*
C[C@H](CO)N1C[C@H](C)[C@H](CN(C)S(=O)(=O)c2cccs2)Oc2ccc(NC(=O)Cc3cn(C)c4ccccc34)cc2CC1=O,-5,11
C[C@H](CO)N1C[C@H](C)[C@H](CN(C)S(=O)(=O)c2cccs2)Oc2ccc(NS(=O)(=O)c3cn(C)cn3)cc2C1=O,3,-13
C[C@H](CO)N1C[C@H](C)[C@H](CN(C)S(=O)(=O)c2ccccc2)Oc2ccc(NS(=O)(=O)c3cccs3)cc2C1=O,x,-3

# (next part)
SMILES,INS-1E rescue,T cruzi HTS
C[C@H](CO)N1C[C@H](C)[C@@H](CN(C)S(=O)(=O)c2ccc(F)cc2)Oc2ccc(NC(=O)c3ccncc3)cc2C1=O,4,-21
CC(C)NC(=O)N(C)C[C@@H]1Oc2c(NC(=O)Nc3ccccc3)cccc2C(=O)N([C@@H](C)CO)C[C@@H]1C,11,-17
C[C@H](CO)N1C[C@H](C)[C@@H](CN(C)S(=O)(=O)c2cccs2)Oc2c(NS(=O)(=O)c3cn(C)cn3)cccc2C1=O,6,-13
C[C@@H]1CCCCO[C@H](CN(C)S(=O)(=O)c2cn(C)cn2)[C@@H](C)CN([C@H](C)CO)C(=O)c2cc(NC(=O)Nc3ccc(C(F)(F)F)cc3)ccc2O1,11,-18
C[C@@H]1CN([C@H](C)CO)C(=O)c2cc(NC(=O)Nc3ccc(F)cc3)ccc2O[C@@H]1CN(C)S(C)(=O)=O,2,15
C[C@@H]1CN([C@@H](C)CO)C(=O)c2cc(NS(=O)(=O)c3cccs3)ccc2O[C@H]1CN(C)Cc1ccc(C(F)(F)F)cc1,-17,17
C[C@H]1CN([C@@H](C)CO)C(=O)c2cccc(NS(=O)(=O)c3cn(C)cn3)c2O[C@@H]1CN(C)Cc1ccccc1,7,-16
C[C@H](CO)N1C[C@H](C)[C@H](CN(C)S(=O)(=O)c2cccs2)Oc2ccc(NC(=O)CCCN(C)C)cc2C1=O,-5,-12
C[C@@H]1CN([C@H](C)CO)C(=O)c2cc(NC(=O)Nc3ccc4c(c3)OCO4)ccc2O[C@H]1CN(C)S(=O)(=O)c1ccccc1,-2,2
Cc1ccc(S(=O)(=O)Nc2cccc3c2O[C@H](CN(C)C(=O)Nc2ccc(C(F)(F)F)cc2)[C@@H](C)CN([C@H](C)CO)C3=O)cc1,6,-37
CC(C)NC(=O)N(C)C[C@@H]1Oc2ccc(NC(=O)NC3CCCCC3)cc2C(=O)N([C@H](C)CO)C[C@@H]1C,-1,10
C[C@@H]1CN([C@H](C)CO)C(=O)c2cccc(NC(=O)CCCCCC(=O)Nc3ccccc3N)c2O[C@H]1CN(C)CC1CC1,11,59*
O=C(N/N=C/c1cccc(Br)c1)c1ccccn1,-1,-6
C[C@@H]1CN([C@H](C)CO)C(=O)Cc2cc(NC(=O)Cc3ccccc3)ccc2O[C@@H]1CN(C)Cc1ccc(-c2ccccc2)cc1,-62,72*
C[C@@H]1CN([C@@H](C)CO)C(=O)CCCn2nncc2CO[C@H]1CN(C)C(=O)C1CCCCC1,x,-17
C[C@@H]1CN([C@@H](C)CO)C(=O)c2cc(NC(=O)C3CC3)ccc2O[C@@H]1CN(C)Cc1ccncc1,x,12
COc1ccc(NC(=O)N(C)C[C@@H]2Oc3c(NC(=O)c4cnccn4)cccc3C(=O)N([C@@H](C)CO)C[C@@H]2C)cc1,5,-1
Cc1noc(C)c1NC(=O)N(C)C[C@@H]1Oc2c(NC(=O)C3CCOCC3)cccc2C(=O)N([C@H](C)CO)C[C@@H]1C,9,-19
Cc1cc(C(=O)Nc2cccc3c2O[C@@H](CN(C)Cc2ccc(C(F)(F)F)cc2)[C@H](C)CN([C@@H](C)CO)C3=O)n(C)n1,1,6
C[C@H](CO)N1C[C@H](C)[C@@H](CN(C)C(=O)Nc2ccc(F)cc2)Oc2ccc(NS(=O)(=O)c3cccs3)cc2C1=O,2,-13
C[C@H]1CN([C@@H](C)CO)C(=O)c2cc(NC(=O)Nc3ccc(F)cc3)ccc2O[C@@H]1CN(C)S(=O)(=O)c1cn(C)cn1,5,-12
C[C@@H]1CN([C@H](C)CO)C(=O)Cc2cc(NS(=O)(=O)c3ccccc3)ccc2O[C@H]1CN(C)Cc1ccc2c(c1)OCO2,1,2
C[C@H]1CN([C@@H](C)CO)C(=O)CCCn2cc(nn2)CO[C@H]1CN(C)C(=O)OCc1ccccc1,x,-13
C[C@H](CO)N1C[C@H](C)[C@H](CN(C)Cc2ccc(-c3ccccc3)cc2)Oc2c(NC(=O)c3nc4ccccc4s3)cccc2C1=O,-42,60*
Cc1ccc(S(=O)(=O)N(C)C[C@H]2OCc3cn(nn3)CCCC(=O)N([C@H](C)CO)C[C@@H]2C)cc1,x,-9
C[C@H](CO)N1C[C@H](C)[C@H](CN(C)C(=O)NC2CCCCC2)Oc2ccc(NC(=O)c3ccncc3)cc2C1=O,x,1
C[C@@H]1CN([C@H](C)CO)C(=O)c2cccc(NC(=O)Nc3cccc4ccccc34)c2O[C@H]1CN(C)S(=O)(=O)c1ccc(Cl)cc1,16,24
COc1ccc(/C=N/NC(=O)c2cccc(C(=O)NO)c2)cc1,-2,1
C[C@H](CO)N1C[C@H](C)[C@H](CN(C)S(=O)(=O)c2cn(C)cn2)Oc2ccc(NC(=O)Cc3ccccc3)cc2CC1=O,5,-17
C[C@H]1CN([C@@H](C)CO)C(=O)CCCn2cc(nn2)CO[C@@H]1CN(C)C(=O)Nc1cccc(F)c1,x,-6

# Grouped by structure: the compounds so far with an aryl methoxy group (5)
SMILES,INS-1E rescue,T cruzi HTS
COc1ccc(NC(=O)N(C)C[C@H]2Oc3ccc(NS(=O)(=O)c4ccccc4)cc3C(=O)N([C@H](C)CO)C[C@@H]2C)cc1,2,-7
COc1ccc(S(=O)(=O)N(C)C[C@H]2Oc3c(NC(=O)c4ccc(-c5nccs5)cc4)cccc3C(=O)N([C@H](C)CO)C[C@H]2C)cc1,9,32
COc1ccc(S(=O)(=O)N(C)C[C@@H]2Oc3c(NC(=O)Nc4c(C)noc4C)cccc3C(=O)N([C@H](C)CO)C[C@H]2C)cc1,7,-17
COc1ccc(NC(=O)N(C)C[C@@H]2Oc3c(NC(=O)c4cnccn4)cccc3C(=O)N([C@@H](C)CO)C[C@@H]2C)cc1,5,-1
COc1ccc(/C=N/NC(=O)c2cccc(C(=O)NO)c2)cc1,-2,1
